PfHsp40 yeast = restores yeast growth despite PfHsp40 toxicity | S. cerevisiae expressing PfHsp40, growth rescue, ATP luminescence | growth rescue, % at 12.5 µM | hit rate 0.68% among 340,000; in the data active means growth rescue above about 28%, passing the limit was not always enough; inconclusive means no clear call, values can overlap the other calls;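 further: yeast W303a lacking pdr1 and pdr3 grown in galactose medium; growth measured after three days at 30 °C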
Mtb UGM inh = blocks M. tuberculosis UGM enzyme | P9WIQ1 | purified UGM, fluorescence polarization probe displacement | inhibition, % at 10 µM | hit rate 0.06% among 320,000 | AID 504406; in the data active means inhibition above about 10%, passing the limit was not always enough; inconclusive means no clear call, values can overlap the other calls
Target sequence (P9WIQ1 whole entry, looked up): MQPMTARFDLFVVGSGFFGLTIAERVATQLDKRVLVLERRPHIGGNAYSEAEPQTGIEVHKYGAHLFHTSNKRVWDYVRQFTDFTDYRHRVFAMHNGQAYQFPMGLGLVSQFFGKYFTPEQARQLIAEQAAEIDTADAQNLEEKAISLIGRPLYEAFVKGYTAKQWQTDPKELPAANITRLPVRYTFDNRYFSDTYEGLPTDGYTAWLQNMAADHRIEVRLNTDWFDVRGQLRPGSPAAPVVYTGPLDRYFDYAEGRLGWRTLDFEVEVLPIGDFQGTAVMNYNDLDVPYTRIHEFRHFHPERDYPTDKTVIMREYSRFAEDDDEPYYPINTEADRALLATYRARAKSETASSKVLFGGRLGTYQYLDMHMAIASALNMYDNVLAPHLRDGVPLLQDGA
BoNT F protease = blocks Botulinum neurotoxin F light chain protease | Multiplex microsphere protease cleavage assay, flow cytometry | inhibition, % at 10 µM | hit rate 0.22% among 360,000 | AID 588497; in the data active means inhibition above about 35%, passing the limit was not always enough; inconclusive means no clear call, values can overlap the other calls; further: plate controls were buffer without enzyme for full effect and enzyme alone for no effect
FadD28 FP inh = M. tuberculosis FadD28 bisubstrate binding inhibition. AID 588549. FadD28 bisubstrate probe binding, fluorescence polarization. inhibition, % at 12.5 µM. hit rate 0.22% among 360,000; in the data active means inhibition above about 8.5%, passing the limit was not always enough; inconclusive means no clear call, values can overlap the other calls
Anthrax LF inh2 = inhibitors of Bacillus anthracis lethal factor protease. AID 588501. P15917. inhibition, % at 10 µM. multiplex microsphere protease cleavage assay, LF. hit rate 0.12% among 360,000; further: plate controls were buffer without enzyme for full effect and enzyme alone for no effect
BoNT A protease = blocks Botulinum neurotoxin A light chain protease. inhibition, % at 10 µM. AID 588499. multiplex microsphere protease substrate cleavage, flow cytometry. hit rate 0.17% among 360,000; further: plate controls were buffer without enzyme for full effect and enzyme alone for no effect
GDH-TPI counter = counter-screen for M. tuberculosis FBA inhibitors: GDH-TPI coupled enzymes. GDH-TPI coupled enzyme counterscreen, NADH absorbance. inhibition, % at 4.8 µM. hit rate 1.2% among 360,000; in the data active means inhibition above about 30%;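 further: 0% = DMSO wells and 100% = wells lacking the enzyme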
Mtb BioA inh = blocks M. tuberculosis BioA enzyme activity. purified M. tuberculosis BioA enzyme, plate reader. inhibition, % at 9.99 µM. hit rate 0.096% among 360,000. AID 602481; in the data active means inhibition above about 40%; inconclusive means no clear call, values can overlap the other calls
Mtb FBA inh = Mtb fructose-bisphosphate aldolase inhibition; hit rate 2.3% among 360,000; inhibition, % at 1 µM; AID 588726; purified M. tuberculosis FBA, fluorescence read-out; in the data active means inhibition above about 27%;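 further: 0% = vehicle and 100% = reference inhibitor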
Target sequence (P9WQA3 whole entry, looked up): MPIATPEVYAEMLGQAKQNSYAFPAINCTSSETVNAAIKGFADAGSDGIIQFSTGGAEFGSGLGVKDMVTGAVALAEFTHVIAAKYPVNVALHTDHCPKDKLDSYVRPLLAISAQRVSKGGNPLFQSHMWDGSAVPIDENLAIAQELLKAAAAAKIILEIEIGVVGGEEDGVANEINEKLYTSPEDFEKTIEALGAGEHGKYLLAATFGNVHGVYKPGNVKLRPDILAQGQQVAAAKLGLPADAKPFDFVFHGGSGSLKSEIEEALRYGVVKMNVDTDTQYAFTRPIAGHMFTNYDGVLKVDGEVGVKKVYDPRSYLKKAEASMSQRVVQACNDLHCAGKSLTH
* hit, by the source's call; ? = inconclusive; / = not tested or not shown. Unless noted, no stated cut-off is given here; in the data, active means inhibition above about 30%; inconclusive means no clear call, values can overlap the other calls; inactive means below that.

Compound	PfHsp40 yeast	Mtb UGM inh	BoNT F protease	FadD28 FP inh	Anthrax LF inh2	BoNT A protease	GDH-TPI counter	Mtb BioA inh	Mtb FBA inh
O=C(Nc1cccc(-n2cnnn2)c1)c1ccccc1Br	-0.2	1.5	/	-1.0	/	/	-10	2.3	3
COC(=O)c1cc(C#N)c(N2CCOCC2)nc1C	-1.9	-0.1	-9	0.3	-15	-0.3	2	-1.7	1
COc1ccccc1CNC(=O)CCNC(=O)c1ccco1	0.1	/	/	-0.3	/	/	6	-0.5	7
CCN(c1ccccc1)S(=O)(=O)c1ccc(Cl)c(C(=O)NC2CCN(Cc3ccccc3)CC2)c1	0.9	/	/	-4.0	/	/	-2	-1.5	1
CNC(=O)c1sccc1S(=O)(=O)Cc1c(Cl)cccc1Cl	18	-2.4	-9	-2.0	-1	-0.2	-1	/	0
COc1ccccc1CCNC(=O)C1CCC(=O)N(Cc2cccc(F)c2)C1 (stereo unspecified)	0.2	/	4	-0.2	-3	-0.5	7	-3.5	3
CSc1ccc(CN2CCSCC2)cc1	-0.7	0.5	15	-3.3	2	-3.0	10	-0.5	0
CC#CCN1c2ccccc2[C@]23C[C@@H](C(=O)OC)N(C(C)=O)C2=NC(C(=O)OC)=C(C(=O)OC)[C@H]13	-0.1	-0.2	-4	0.2	-3	-0.2	11	-2.5	2
CCC(=O)Nc1cccc(NC(=O)c2ccccc2Br)c1	-0.3	-0.9	1	-1.6	-1	0.4	-1	/	3
CC(=O)N1c2ccc(S(=O)(=O)NCC3CCC(C(=O)NC4CCCCC4)CC3)cc2CC1C (stereo unspecified)	0.6	-1.9	2	-1.5	-1	-0.1	1	-3.1	-1
COc1cc(N)c(Cl)cc1C(=O)OCC(=O)N1CCCCCC1	-0.7	3.9	0	-2.4	-11	-0.9	2	/	5
C=CCN1C(=O)/C(=C/c2ccsc2)SC1=S	0.3	2.7	-6	-0.5	-4	-1.9	9	/	0
C=CCC(=O)N1CCC(n2nccc2NC(=O)c2ccc3c(c2)OCO3)CC1	/	/	-5	-5.3	-3	-0.3	-14	/	-4
Cc1ccc(NC(=S)N(CCCN2CCOCC2)Cc2ccccn2)cc1Cl	1.2	-0.4	-6	-1.9	-1	0.7	-16	4.3	-1
COc1ccc(C(=O)N[C@H](C(=O)NCc2ccco2)C(C)C)cc1	-0.7	-0.1	0	-2.4	0	-0.3	-7	-4.0	1
C=CCNC(=S)NNC(=O)c1ccc(Br)o1	-1.3	-2.6	1	-3.0	-1	-0.8	8	/	1
CSc1cccc(NC(=O)CNS(=O)(=O)c2ccccc2)c1	0.5	0.8	-2	-2.2	-4	-0.4	0	-1.4	-2
CCOc1ccc(NC(=O)CSc2nc3ccsc3c(=O)n2CCCCC(=O)O)cc1	/	/	3	-3.6	-6	-0.1	-9	0.0	-5
Cc1c(C#N)c(NC(=O)CCl)n(Cc2cccs2)c1C	0.9	-0.9	-11	0.3	-3	-0.9	-6	/	-2
CCc1cccc(C)c1NC(=O)COC(=O)CCn1c(C)csc1=O	/	/	1	-1.3	2	-0.6	-12	1.5	-1
COc1ccc(CCNC(=O)CSc2nc3[nH]ncc3c(=O)n2-c2ccc(Br)cc2)cc1OC	-1.0	1.5	-5	-5.4	-1	-0.9	-10	/	0
CC(C)On1c(SC(C)C)nc2ccccc2c1=O	0.6	-0.2	-4	0.9	-3	-0.8	-3	-1.2	-2
O=C(NN=Cc1ccc2c(c1)CCC2)c1ccccc1O	/	/	-3	-0.4	1	-0.4	23	-0.5	-2
CC1CN(C(=O)C2CCCCC2)C(C)CN1C(=O)C1CCCCC1 (stereo unspecified)	0.1	-2.4	-8	-0.7	-1	-0.2	-5	-0.4	1
COc1ccc(-c2nc(Cn3c(SCc4cccc(F)c4)nc4ccncc43)c(C)o2)cc1OC	1.3	-4.6	-4	-0.2	-7	-0.4	-3	0.8	2
COc1ccc(OC)c(NC(=O)CSc2nc(-c3ccccc3)cc(=O)[nH]2)c1	-0.9	-1.5	33	-1.7	7	1.6	6	-0.4	0
Cc1sc(NC(=O)c2cc(-c3ccc(Cl)cc3)nc3ccccc23)c(C(N)=O)c1C	-1.2	-1.4	-2	-2.9	-4	-0.3	8	/	-2
COc1ccc(CCNC(=O)COC(=O)Cc2cccc(F)c2)cc1	1.7	/	-2	-2.8	-3	-0.9	-9	1.4	-1
NC(=O)c1oc2ccccc2c1NC(=O)c1ccccc1	-0.1	-1.8	-14	-0.7	-4	-0.1	14	-0.2	4
N#Cc1cccc(NC(=O)CCNS(=O)(=O)c2ccc3[nH]c(=O)oc3c2)c1	1.4	-2.4	-8	-1.8	0	-1.5	-1	-2.0	3
CN1CCc2c(sc(NC(=O)C3CCN(S(=O)(=O)c4cccs4)CC3)c2C(N)=O)C1	-0.7	0.9	/	-4.3	/	/	5	0.8	0
O=c1[nH]oc2cc(Cl)ccc12	-2.4	0.0	3	1.3	-2	0.1	-2	/	-2
CCOP(=O)(c1c(F)c(F)c(F)c(F)c1F)C(O)c1ccccc1 (stereo unspecified)	-0.8	0.0	-31	-0.8	-4	-0.2	-2	-0.4	1
CC(=O)Nc1ccc(S(=O)(=O)Nc2nc(C)cc(-n3nc(C)cc3C)n2)cc1	-0.9	1.3	-17	-1.6	1	-0.5	14	/	3
COc1cc(C2C(c3ccccc3)C(c3cc(OC)cc(=O)o3)C2c2ccccc2)oc(=O)c1 (stereo unspecified)	2.4	/	-7	-2.3	-3	0.0	-3	0.1	0
Cc1cccc(C(=O)Nc2cccc(Br)c2)c1[N+](=O)[O-]	2.2	0.3	-3	-17	1	0.0	4	/	-1
Cc1cc(=O)[nH]c(SCCOc2ccc3c(c2)CCC3)n1	1.5	-7.0	5	-1.2	0	0.2	-6	-0.1	4
N#CCC(=O)N/N=C\c1cccc(OC/C=C/c2ccccc2)c1	-0.3	-6.3	-8	-2.8	7	-0.9	5	-1.0	1
Cc1ccc(NC(=O)CN2C(=O)S/C(=C\C(=O)Nc3ccc(Cl)cc3)C2=O)cc1	-1.3	-0.7	0	-1.6	-1	0.1	9	/	-4
COc1ccc(C2SCC(=O)N2C)cc1 (stereo unspecified)	-0.6	-1.2	-8	-0.4	-2	-1.4	7	1.3	3
COc1ccc(NC(C)=O)cc1NC(=O)CN1CCN(CC(=O)Nc2ccc(Cl)cc2)CC1	-0.7	0.2	6	-2.0	-1	0.6	4	2.9	0
CCOC(=O)c1cccc(NC(=O)CN2C(=O)C3C4C=CC(C4)C3C2=O)c1 (stereo unspecified)	-1.2	1.5	-7	-2.6	-2	1.1	9	2.3	-10
Cc1cccc(OCC(=O)Nc2ccc3c4c(cccc24)CC3)c1C	-1.1	-0.5	-3	-3.5	-3	-0.6	1	/	2
CC1CC(C)CN(C(=O)COC(=O)CNC(=O)C23CC4CC(CC(C4)C2)C3)C1 (stereo unspecified)	1.1	-1.4	10	-1.1	5	-3.5	3	-2.5	3
COCCn1c(N)c(N(Cc2ccccc2)C(=O)COc2ccccc2F)c(=O)[nH]c1=O	-0.1	0.3	4	/	-2	0.3	0	-2.0	2
O=C(NCCc1ccccc1)C1CCCN1S(=O)(=O)c1ccc(Cl)cc1 (stereo unspecified)	0.2	-1.3	4	0.6	2	0.5	-3	-1.9	1
Cc1ccccc1OCC(O)Cn1c(SC(C)C)nc2c1c(=O)[nH]c(=O)n2C (stereo unspecified)	0.0	-1.0	0	0.2	1	0.1	-2	-0.1	1
CCCCOCCCNC(=O)c1ccccc1OCC	-1.5	2.4	4	-3.8	3	1.8	2	1.7	0
CC(C)(C)NCCOc1ccc(Br)cc1	-0.5	0.2	1	-2.7	-3	-0.2	8	-0.8	2
O=C(COC(=O)c1n[nH]c2ccccc12)NC1CCCCC1	-0.2	-2.3	-1	-0.8	-2	0.1	10	0.1	11
O=C(Cc1ccc(Cl)cc1)OCC(=O)N1CCCCCC1	1.8	0.3	-10	-3.1	-6	-0.2	5	-0.5	2
O=CN1CCN(c2c([N+](=O)[O-])c(=O)oc3ccccc23)CC1	0.1	0.9	10	-0.5	5	-0.2	14	-3.4	1
CCN(CC(=O)Nc1cccc(OC)c1)C(=O)C1CCN(C(=O)Nc2ccccc2)CC1	0.1	0.5	4	-23	1	1.4	-4	0.0	2
CC(C(=O)NCC1CCCCC1)N1CCN(S(=O)(=O)c2ccccc2F)CC1 (stereo unspecified)	-1.1	0.0	-5	-0.5	-6	0.5	0	3.1	0
CC(=O)N1CCC(N(CCN2CCOCC2)C(=S)Nc2ccc(C)cc2)CC1	-0.8	-0.1	-2	-1.4	1	-0.5	-10	-0.2	1
O=C(NC1(C(F)(F)F)NC(=O)N(CC2CCCCC2)C1=O)c1ccco1 (stereo unspecified)	0.0	-1.1	-5	0.7	0	-0.7	8	/	0
CNC(=O)c1cccn(Cc2cccc(C(F)(F)F)c2)c1=O	2.0	0.6	-5	-2.9	5	-1.3	4	/	24
O=C(NCc1ccccc1Cl)c1ccc2nc([C@@H]3O[C@H](CO)[C@H](O)[C@H](O)[C@H]3O)[nH]c2c1	/	/	-6	-0.8	8	-0.1	2	-2.7	1
COC(=O)C1=C(N)OC2=C(C(=O)CC(C)(C)C2)C1c1ccccc1OC (stereo unspecified)	-0.1	-1.5	-2	-0.7	-1	-0.2	3	0.7	2
Cc1cc(C(=O)Nc2c(C)nn(Cc3ccc(Cl)cc3)c2C)no1	1.8	-1.6	/	-0.3	/	/	3	/	-1

Of the compounds above, 5 contain a furan ring, fused or not:
Compound	PfHsp40 yeast	Mtb UGM inh	BoNT F protease	FadD28 FP inh	Anthrax LF inh2	BoNT A protease	GDH-TPI counter	Mtb BioA inh	Mtb FBA inh
COc1ccccc1CNC(=O)CCNC(=O)c1ccco1	0.1	/	/	-0.3	/	/	6	-0.5	7
COc1ccc(C(=O)N[C@H](C(=O)NCc2ccco2)C(C)C)cc1	-0.7	-0.1	0	-2.4	0	-0.3	-7	-4.0	1
C=CCNC(=S)NNC(=O)c1ccc(Br)o1	-1.3	-2.6	1	-3.0	-1	-0.8	8	/	1
NC(=O)c1oc2ccccc2c1NC(=O)c1ccccc1	-0.1	-1.8	-14	-0.7	-4	-0.1	14	-0.2	4
O=C(NC1(C(F)(F)F)NC(=O)N(CC2CCCCC2)C1=O)c1ccco1 (stereo unspecified)	0.0	-1.1	-5	0.7	0	-0.7	8	/	0

Some values from above.
`O=C(NC1(C(F)(F)F)NC(=O)N(CC2CCCCC2)C1=O)c1ccco1` (stereo unspecified) | BoNT F protease: -5
`Cc1cc(C(=O)Nc2c(C)nn(Cc3ccc(Cl)cc3)c2C)no1` | Mtb UGM inh: -1.6

(further entries)
Compound	PfHsp40 yeast	Mtb UGM inh	BoNT F protease	FadD28 FP inh	Anthrax LF inh2	BoNT A protease	GDH-TPI counter	Mtb BioA inh	Mtb FBA inh
CCn1c(=O)c([N+](=O)[O-])c(NCC2CCCO2)c2ccccc21 (stereo unspecified)	-0.4	-2.7	?	-4.5	-5	-0.6	2	6.2	-3
Cc1ccc(C2CC(=O)Oc3cc(O)ccc32)cc1 (stereo unspecified)	-0.5	2.4	0	1.5	-3	-0.3	-4	-0.5	-2
CCOc1ccc(-n2c(=O)[nH]c3sc4c(c3c2=O)CCCC4)cc1	-0.8	-0.3	-8	-0.6	10	0.0	4	/	0
COCCN(C(=S)Nc1cc(C)cc(C)c1)C(C)c1cccnc1 (stereo unspecified)	-1.0	3.3	-5	-1.6	-1	0.4	-7	-3.0	-1
